# Screening data from PubChem.
# CASP6 VEID inh – blocks human caspase-6 cleavage activity; P55212; purified caspase-6, Z-VEID-R110 cleavage fluorescence; inhibition, % at 12.5 µM; 350,000 compounds, 0.53% hits;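 active = mean inhibition across replicates at least about 35%, with every replicate also reaching that limit, limit read from the data; inconclusive = only one of the two criteria met; inactive = neither criterion met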;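 note: 0% = median of neutral control wells and 100% = no fluorescence left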
# DENV2 CPE – inhibitors of DENV2 cytopathic effect. DENV2-infected cells, cytopathic effect rescue, plate reader. CPE inhibition, % at 9.99 µM. 350,000 compounds, 1.7% hits. AID 651640; in the data active = CPE inhibition above about 20%, passing the limit was not always enough; inconclusive = no clear call, values can overlap the other calls; tested in BHK-21 cells;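 note: 0% = median of neutral control wells and 100% = median of positive control wells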
# SIRT5 block – inhibitors of human sirtuin-5 desuccinylase | Purified SirT5, succinyl-peptide AMC, trypsin-coupled fluorescence | inhibition, % at 15 µM | 330,000 compounds, 1.1% hits; in the data active = inhibition above about 15%; inconclusive = no clear call, values can overlap the other calls
# ERp5 block – ERp5 (human) disulfide isomerase inhibition; ERp5 insulin aggregation, absorbance 650 nm, 90 min; inhibition, % at 9.99 µM; 350,000 compounds, 0.05% hits;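 active = mean replicate inhibition above about 25%, with every replicate also reaching it, limit read from the data, passing the limit was not always enough; inconclusive = only one of those two criteria met; inactive = neither criterion met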
# ERAP1 HTS inh – inhibitors of human ERAP1 aminopeptidase. Q9NZ08. recombinant ERAP1, Leu-AMC fluorescence, 60 min. inhibition, % at 10.7 µM. 340,000 compounds, 0.15% hits;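 active = mean replicate inhibition of at least 30%, or all replicates individually reaching that 30% level; inactive = mean below 30% and not every replicate reaching it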;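 note: 0% = neutral control wells and 100% = L-leucinethiol positive control wells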
# Target sequence (Q9NZ08 whole entry, looked up): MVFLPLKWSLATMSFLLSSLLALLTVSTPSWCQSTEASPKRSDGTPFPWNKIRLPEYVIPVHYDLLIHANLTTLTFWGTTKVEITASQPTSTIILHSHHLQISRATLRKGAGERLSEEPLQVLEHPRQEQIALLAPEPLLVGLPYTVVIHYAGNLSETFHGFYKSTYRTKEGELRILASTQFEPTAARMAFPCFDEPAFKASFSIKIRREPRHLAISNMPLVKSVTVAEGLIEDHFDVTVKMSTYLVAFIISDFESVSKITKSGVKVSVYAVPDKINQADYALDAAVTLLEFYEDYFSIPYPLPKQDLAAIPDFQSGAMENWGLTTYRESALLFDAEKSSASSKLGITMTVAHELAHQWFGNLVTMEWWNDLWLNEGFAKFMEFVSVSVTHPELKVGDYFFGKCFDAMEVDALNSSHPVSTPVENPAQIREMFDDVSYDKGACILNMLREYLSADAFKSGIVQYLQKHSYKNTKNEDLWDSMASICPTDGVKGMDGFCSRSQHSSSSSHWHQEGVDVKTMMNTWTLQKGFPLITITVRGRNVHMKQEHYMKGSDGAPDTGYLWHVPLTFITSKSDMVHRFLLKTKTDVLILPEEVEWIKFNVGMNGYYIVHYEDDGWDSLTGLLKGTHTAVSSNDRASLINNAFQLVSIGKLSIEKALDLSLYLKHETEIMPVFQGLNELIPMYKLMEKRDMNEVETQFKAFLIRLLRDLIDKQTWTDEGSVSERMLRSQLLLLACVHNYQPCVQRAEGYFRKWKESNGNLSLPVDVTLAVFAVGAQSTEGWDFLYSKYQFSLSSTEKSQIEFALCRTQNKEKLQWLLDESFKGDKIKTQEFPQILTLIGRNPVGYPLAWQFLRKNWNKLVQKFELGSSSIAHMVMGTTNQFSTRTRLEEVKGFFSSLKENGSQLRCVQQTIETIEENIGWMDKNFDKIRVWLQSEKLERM
# CFTR F508del cor – CFTR F508del correction in bronchial cells; activity (quench increase), % at 7.58 µM; CFBE cells, YFP halide quenching; stimulated with forskolin plus potentiator P3; % fluorescence drop versus neutral controls; AID 720511; 350,000 compounds, 0.36% hits;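 active = mean added fluorescence quench of at least 8% versus neutral control, with both replicates also reaching 8%; inconclusive = only one of the mean or replicate conditions met; inactive = mean below 8% and not both replicates reaching 8%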;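 note: cells transiently co-express mutant CFTR-F508del with the halide-sensitive YFP; corrector assay measuring rescue of mutant channel to the surface after 24 h compound exposure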
# miR-122 sensor – blocks miR-122 activity in Huh7 sensor cells; Huh7 miR-122 Renilla luciferase sensor, 48 h; neutral wells = 0, positive control = 100; activation (reporter increase), % at 12.5 µM; 340,000 compounds, 0.3% hits;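 active = mean replicate activation score at least 90 and every replicate individually at or above 90; inconclusive = only one of the two criteria met; inactive = neither criterion met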;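 note: higher luciferase means less miR-122 activity so hits act as miR-122 inhibitors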
# * = called active by the depositor; u = inconclusive; x = not tested or not shown; & = joins results of further samples; ! = a repeat was not active; [ ] = dose if it differs, or a comment.
CASP6 VEID inh,DENV2 CPE,SIRT5 block,ERp5 block,ERAP1 HTS inh,CFTR F508del cor,miR-122 sensor,Molecule
1,10,2,1,3,x,0,CCCCn1c2ccc(F)cc2c2nnc(SCCN3CCOCC3)nc21
0,1,5,2,1,0.6,-2[16.7 µM],CO[C@@H]1CN(C)C(=O)c2cc(NC(=O)C3CC3)ccc2OC[C@H](C)N(Cc2ccccc2)C[C@@H]1C
0,-4,-2,-2,0,0.5,1[16.7 µM],CO[C@@H]1CN(C)C(=O)c2cc(NC(=O)C3CCCC3)ccc2OC[C@@H](C)N(C)C[C@@H]1C
2,4,-5,-16,-2,-0.7,-4,CN(Cc1cccc(F)c1)C(=O)C1CC(=O)N(c2ccc3c(c2)OCCO3)C1 (configuration not stated)
-1,-7,5,4,1,1.1,x,COc1ccccc1-c1ccc([C@@H]2[C@@H](CO)N(CC3CC3)C23CN(S(C)(=O)=O)C3)cc1
3,u,-3,8,-1,-3.0,-1,Cc1ccc(C(=O)N/C(=C\c2ccc(-c3ccccc3[N+](=O)[O-])o2)C(=O)NCCN(C)C)cc1
0,-6,-1,0,-1,-2.2,0,CCN(CC)S(=O)(=O)c1ccc2[nH]c(=O)cc(C(=O)N(C)C3CCS(=O)(=O)C3)c2c1 (configuration not stated)
0,10,6,1,-1,1.9,8,CC(=O)N1CCN(c2ccc(NC(=O)c3cccc(Cl)c3Cl)cc2)CC1
-3,4,-3,1,0,-0.4,0,CCc1noc(C)c1C(=O)N(Cc1ccccc1)c1c(N)n(CCOC)c(=O)[nH]c1=O
1,-3,1,-7,-3,0.1,-8,O=C(CNC(=O)c1ccncc1)Nc1ccc(F)c(F)c1
3,x,-2,-5,6,x,-5,O=C(NCCCNc1ccc([N+](=O)[O-])cc1)C(F)(F)F
-1,-11,5,1,1,-1.1,7[16.7 µM],CC(C)NC(=O)Nc1ccc2c(c1)C(=O)N([C@@H](C)CO)C[C@H](C)[C@H](CN(C)S(=O)(=O)c1cn(C)cn1)OCCCC[C@H](C)O2
35,10,2,6,1,-2.6,4,COc1ccc(NC(=O)CSc2nncn2C)c([N+](=O)[O-])c1
-4,x,0,-8,-1,-1.5,x,NC(=O)NC(=O)CSc1nnc(-c2ccc(Cl)cc2)n1CC1CCCO1 (configuration not stated)
1,-4,-2,2,-3,1.4,-10,CCn1ccnc1CN1CCCC(C(=O)c2ccc3cc(OC)ccc3c2)C1 (configuration not stated)
-2,u,0,11,1,-2.3,1[16.7 µM],CCCN(C)C[C@H]1OCCCC[C@@H](C)Oc2ccc(N(C)C)cc2C(=O)N([C@@H](C)CO)C[C@H]1C
1&2&3,-5&0&-6,15*!,5&2&-5,9&1&0,0.9&0.4&2.4,6,C[C@@H]1CN([C@H](C)CO)S(=O)(=O)c2ccc(C#CC3CCCCC3)cc2O[C@H]1CN(C)C(=O)Cc1ccncc1
-1,-6,-2,2,3,-3.0,53[16.7 µM],O=C(NCC[C@H]1CC[C@@H](NS(=O)(=O)c2ccc(F)cc2)[C@@H](CO)O1)Nc1ccc(Cl)cc1
1,0,x,3,1,-0.6,x,CO[C@H]1CN(C)C(=O)c2cc(NC(=O)Nc3cc(F)ccc3F)ccc2OC[C@H](C)N(C(=O)c2cnccn2)C[C@@H]1C
1,0,-4,x,1,-1.7,-4,Cc1ccc(Nc2ccccc2)nn1
-2,-2,11,5,1,0.6,-9,C=CCn1c(C2CCCCC2)n[nH]c1=S
-4,4,0,0,1,-0.8,-3,CC(C)(C)n1cnc2cc(NC(=O)c3ccco3)ccc21
2,15,-2,6,2,0.3,x,CC(CNC(=O)CCc1nnc(CCC2CCCCC2)o1)c1ccccc1 (configuration not stated)
0,3,1,3,4,1.1,-3,OCc1ccc(N=Nc2ccccc2)cc1
4,x,2,4,-5,3.3,-1,O/N=C\c1cccn1-c1nccs1
3,-1,-1,1,x,5.5,0,COc1cc(OC)c2c(-c3cccc(-c4ccoc4)c3)cc(=O)oc2c1
5,x,-1,3,2,x,1,COc1cccc(C(=O)N(Cc2nc(-c3ccc(C)cc3)no2)C(C)C)c1
2,5,0,-2,0,-3.4,x,COc1ccc(/C=C2\CCC/C(=C\C=N\N(C)C)C2=O)cc1
-25,5,0,-4,-3,-4.6,x,CC(C)NC(=O)N1CC(=O)N2[C@H](CO)[C@H](c3ccc(C#CCN(C)C)cc3)[C@H]2C1
1,-5,-16,1,5,-3.3,-5,CCOC(=O)CCc1c(C)c2ccc(OCC(=O)N3CCOCC3)c(C)c2oc1=O
48*,1,-8,0,5,2.0,x,Oc1ccc(/C=N/Nc2ccc(Cl)nn2)c(O)c1O
-34,-11,1,6,-4,-0.6,1,CCCCC(=O)N(C)c1c(C)nc2ccc(C(=O)N3CCN(c4ccccc4)CC3)cn12
-1,3,2,-1,4,-1.5,-6,COc1ccc(CCNC(=O)[C@H](CC(C)C)NC(=O)N2CCn3c2nc2ccccc23)cc1OC
-1,-1,-2,4,-13,5.4,x,Cc1cc(Br)ccc1NC(=O)CNC(=O)CN(C)C1CCS(=O)(=O)C1 (configuration not stated)
0,-8,-3,2,-5,2.2,3,COc1cccc(NC(=O)N2CCCC2C(=O)NCc2ccc(Cl)cc2)c1 (configuration not stated)
1,-5,1,-1,2,0.7,x,COc1ccc2c(=O)c(-c3cnn(-c4ccccc4)c3)c(C)oc2c1
1,2,-3,0,1,0.1,0[16.7 µM],CNC(=O)C[C@@H]1CC[C@@H]2[C@H](COc3ccc(NC(=O)Nc4ccc(F)c(F)c4)cc3C(=O)N2C)O1
-2,1,-4,-3,2,-2.6,2,COc1ccc(OC)c(S(=O)(=O)Nc2c(C)cccc2C)c1
-1,6,6,-2,-7,-2.2,0[16.7 µM],Cc1ccc(S(=O)(=O)Nc2ccc3c(c2)CC(=O)N([C@H](C)CO)C[C@H](C)[C@H](CN(C)C(=O)Nc2cccc4ccccc24)O3)cc1
0,-4,2,-5,3,2.7,-4,COc1ccc(CN2CCC(Oc3cc(C(=O)NC4CC4)ccc3OC)CC2)c(O)c1
2,-5,x,-1,4,-0.7,x,C=CC[C@H](CC(=O)NCCO)C(=O)N[C@H](COC(=O)[C@H](CC=C)CC(=O)OC(C)(C)C)Cc1c[nH]c2ccccc12
-5,14,-2,3,-5,0.9,10,C=CCOc1ccccc1C(=O)/C=C1/C(=O)Nc2ccccc21
1,x,0,-4,15,0.0,0,CCO[C@@H]1OC(C(=O)O)=C[C@H](C2CC2)[C@H]1CCCO
2,16,2,4,0,0.4,x,CC(C)(C)C(=O)CN1C(=O)NC(C)(Cc2ccc3c(c2)OCO3)C1=O (configuration not stated)
-1,-5,0,4,4,0.0,-2[16.7 µM],COc1ccc(CN(C)C[C@@H]2Oc3c(NS(=O)(=O)c4cn(C)cn4)cccc3C(=O)N([C@H](C)CO)C[C@@H]2C)cc1
-2,-1,3,-3,-3,-3.0,-5[16.7 µM],Cc1noc(C)c1NC(=O)N(C)C[C@@H]1Oc2ccc(NC(=O)Nc3ccc4c(c3)OCO4)cc2CC(=O)N([C@@H](C)CO)C[C@@H]1C
1,-1,5,-7,1,-2.0,-14,CCCCN(C(=O)c1ccc(-c2ccc([N+](=O)[O-])cc2)o1)c1c(N)n(CC(C)C)c(=O)[nH]c1=O
-1,u,-1,2,1,0.3,x,COc1cccc(NC(=O)CN(C)C(=O)Cn2c(=O)oc3ccccc32)c1
0,-6,-1,-1,2,-0.6,-4,COc1cc(NC(=O)CCCNC(=O)c2ccc(Cl)cc2)cc(OC)c1OC
-2,7,-2,-7,1,-1.3,1,COc1ccc(S(=O)(=O)N2CCCCC2)cc1NC(=O)CCNC(=O)c1ccc(Cl)cc1
5,-8,-1,5,2,1.7,-3,NS(=O)(=O)c1ccc(CNC(=O)c2ccc(C(=O)c3ccccc3)cc2)cc1
1,4,2,3,0,0.6,-3,COc1cc(NC(=O)c2ccccc2)c(OC)cc1NC(=O)CN1C(=O)NC2(CCCCC2)C1=O
-2,-5,3,-2,-4,3.5,-6[16.7 µM],CN1C(=O)c2cc(NS(=O)(=O)c3cccc(F)c3)ccc2OC[C@@H]2O[C@@H](CC(=O)O)CC[C@H]21
0&0,6&-8,1,-4&3,-1&-1,3.5&-2.7,-3[16.7 µM],C[C@H](CO)N1C[C@H](C)[C@@H](CN(C)S(=O)(=O)c2ccc(F)cc2)Oc2ccc(NC(=O)CCC(F)(F)F)cc2C1=O
3,5,-1,-1,-3,-0.1,x,CN(CC(=O)Nc1cccc(F)c1)C(=O)c1ccc(-n2cncn2)c([N+](=O)[O-])c1
-8,7,-1,18,-3,x,1[16.7 µM],CO[C@H]1CN(C)C(=O)c2cc(NC(=O)Nc3ccccc3)ccc2OC[C@H](C)NC[C@@H]1C
x,7,-3,3,9,-1.6,0,COc1ccc(CNC(=O)CN(C)Cc2ccc(C(C)(C)C)cc2)cc1
-7,-4,-6,-14,0,-1.2,-6,CSc1ccccc1NC(=O)COC(=O)c1ccccc1O
1,8,x,2,1,-0.5,-2,Cc1nc2ccccc2c2c(N)cccc12
1,4,-2,4,-2,3.2,-1,Cc1[nH]c2ccccc2c1C(=O)NS(=O)(=O)Nc1ccc(F)cc1

# Next section:
CASP6 VEID inh,DENV2 CPE,SIRT5 block,ERp5 block,ERAP1 HTS inh,CFTR F508del cor,miR-122 sensor,Molecule
4,-10,-8,-4,0,-2.4,5,Cc1ccc(NC(=O)NC2CCN(S(=O)(=O)c3ccc(F)cc3)CC2)cc1
-3,-1,5,-10,0,-0.7,25[16.7 µM],CCCNC(=O)N1[C@H](CNC(=O)c2ccccc2)[C@H](c2ccccc2)[C@@H]1CO
0,-4,-3,-3,-9,1.5,7,O=C(O)CSCCCC(=O)Nc1ccc(Br)cc1
-1,-10,1,-8,-1,-0.3,x,COc1ccc(Cc2c(-c3ccc(Cl)cc3)nc3cc(C)c(Br)c(C)n23)c(C)c1
-4,1,-4,7,x,-1.2,2,CC(C)Cc1ccc(S(=O)(=O)Nc2ccccn2)cc1
-23,1,4,-1,3,-2.5,0,CCN(CC)CCNC(=O)CNC(=S)N(CCCN1CCOCC1)Cc1cccs1
1,5,-3,0,-2,-0.6,x,Cc1nc2ccc(C(=O)Nc3ccc(N(C)C)cc3)cc2s1
0,17,-157,0,3,1.0,-7[16.7 µM],CCC(=O)N1[C@@H]2c3ccc(/C=C/c4ccccc4)c(=O)n3C[C@H]1[C@H](CO)[C@H]2C(=O)N1CCOCC1
1,x,2,-3,3,-1.3,-4,COc1cc(SC)ccc1C(=O)OCC(=O)NC1CCCCC1
1,-9,1,0,1,-7.5,x,O=c1c(Cl)c(Cl)cnn1Cc1nnc(-c2ccccc2Br)o1
0,11,-6,-2,-1,-1.9,x,O=C(CC1CC1)N1CC(=O)N2[C@@H](CO)[C@@H](c3ccc(-c4ccccc4)cc3)[C@@H]2C1
0,7,1,3,-2,-0.2,4[16.7 µM],C[C@H](CO)N1C[C@H](C)[C@H](CN(C)S(C)(=O)=O)Oc2c(NC(=O)Nc3cccc4ccccc34)cccc2C1=O
3,-6,1,-2,0,0.4,x,Nc1nc(-c2ccc(Cl)cc2)c(S(=O)(=O)c2ccccc2)s1
-2,-16,-1,0,0,x,8,Cc1ccc(NC(=O)C2CCCO2)cc1[N+](=O)[O-] (configuration not stated)
2,-4,-3,0,0,1.5,5,Cc1cccc(OCCn2nnc3ccccc32)c1C

# Entries of single compounds as entered above.
# `COc1ccc(Cc2c(-c3ccc(Cl)cc3)nc3cc(C)c(Br)c(C)n23)c(C)c1` across the screens: CASP6 VEID inh = -1; DENV2 CPE = -10; SIRT5 block = 1; ERp5 block = -8; ERAP1 HTS inh = -1; CFTR F508del cor = -0.3; miR-122 sensor = x
# `Cc1ccc(NC(=O)NC2CCN(S(=O)(=O)c3ccc(F)cc3)CC2)cc1` across the screens: CASP6 VEID inh = 4; DENV2 CPE = -10; SIRT5 block = -8; ERp5 block = -4; ERAP1 HTS inh = 0; CFTR F508del cor = -2.4; miR-122 sensor = 5
